Screening data deposited in PubChem by several laboratories.
M5 antag = CHRM5 antagonism in calcium assay | P08912 | CHO-hM5 cells, Fluo-8 calcium fluorescence, ACh EC80 | inhibition, % at 3 µM | actives 0.59% (n = 360,000);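 active = inhibition above a per-plate cutoff, the mean of that plate's test compounds plus 3 SD, cut at about 27% in these data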;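 note: 0% = acetylcholine EC80 with DMSO and 100% = DMSO without agonist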
Target sequence (P08912 whole entry, looked up): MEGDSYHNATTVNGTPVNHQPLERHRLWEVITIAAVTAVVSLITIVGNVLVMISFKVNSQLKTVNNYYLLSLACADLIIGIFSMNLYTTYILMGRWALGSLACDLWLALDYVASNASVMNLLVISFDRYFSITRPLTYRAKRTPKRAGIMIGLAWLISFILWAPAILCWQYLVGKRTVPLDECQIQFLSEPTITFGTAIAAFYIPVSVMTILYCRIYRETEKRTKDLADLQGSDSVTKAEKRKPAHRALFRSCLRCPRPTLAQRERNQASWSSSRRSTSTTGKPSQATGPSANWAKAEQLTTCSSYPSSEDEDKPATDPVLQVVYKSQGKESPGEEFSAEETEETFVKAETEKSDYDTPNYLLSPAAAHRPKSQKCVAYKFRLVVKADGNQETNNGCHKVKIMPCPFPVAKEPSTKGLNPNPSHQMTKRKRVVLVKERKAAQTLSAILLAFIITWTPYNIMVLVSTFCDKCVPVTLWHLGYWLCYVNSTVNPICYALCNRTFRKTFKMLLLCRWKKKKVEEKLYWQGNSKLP
CHRM4 antagonist = antagonists of human muscarinic M4 receptor (CHRM4); CHO-hM4 cells, ACh EC80, Fluo-8 calcium fluorescence; inhibition, % at 3 µM; actives 0.73% (n = 360,000);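 active = inhibition above its plate's cutoff, the mean inhibition of sample wells plus 3 SD, cut at about 27% in these data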;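 note: 0% = acetylcholine EC80 with DMSO and 100% = DMSO without agonist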
Target sequence (P08173 whole entry, looked up): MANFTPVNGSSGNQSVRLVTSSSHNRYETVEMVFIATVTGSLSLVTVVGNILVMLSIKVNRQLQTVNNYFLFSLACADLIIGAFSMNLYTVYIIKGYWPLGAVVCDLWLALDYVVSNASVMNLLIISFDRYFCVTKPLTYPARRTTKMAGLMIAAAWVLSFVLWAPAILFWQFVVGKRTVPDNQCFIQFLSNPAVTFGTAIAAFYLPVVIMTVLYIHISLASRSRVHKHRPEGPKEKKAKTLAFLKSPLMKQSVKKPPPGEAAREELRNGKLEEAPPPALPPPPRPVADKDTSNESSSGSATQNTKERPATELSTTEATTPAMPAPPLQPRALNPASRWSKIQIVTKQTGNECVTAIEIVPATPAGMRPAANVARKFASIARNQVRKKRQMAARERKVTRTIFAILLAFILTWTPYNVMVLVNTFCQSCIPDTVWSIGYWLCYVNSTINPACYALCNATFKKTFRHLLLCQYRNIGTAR
CRFBP-R2 agonist = agonists of human CRF-binding protein/CRF-R2 receptor complex; HEK293 CRF-R2/CRF-BP, calcium dye fluorescence (FLIPR); percent of saturating CRF peptide response; actives 0.46% (n = 350,000); AID 588473; activation, % at 13.2 µM;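 active = activation of at least 50%, plus an integration ratio under a set limit after plate pattern correction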;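 note: plate controls were neutral control wells without compound for no effect and CRF at EC100 for full effect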
CHRM4 agonist = agonists of human muscarinic M4 receptor (CHRM4). AID 624127. actives 0.14% (n = 360,000). activation, % at 3 µM. CHO-K1 hM4/Gqi5, Fluo-8 calcium fluorescence; vehicle 0%, full acetylcholine response 100%;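 active = activation above the run mean over all test wells plus 3 SD, cut at about 32% in these data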;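 note: peak over basal fluorescence ratio per well then scaled between controls; 0% = DMSO wells and 100% = acetylcholine at EC100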
M5 PAM = positive allosteric modulators of human muscarinic M5 receptor; P08912; CHO-K1 hM5, Fluo-8 calcium, ACh EC20 PAM; 0% = ACh EC20, 100% = ACh EC100; activation, % at 3 µM; actives 0.3% (n = 360,000); AID 624038;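 active = activation above the run cutoff, the mean activation of all test compounds plus 3 SD, cut at about 18% in these data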
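System: CHO-K1 hM5 cells. Reagent: acetylcholine, EC20 level. Compound dosing: single dose, 3 µM nominal final test concentration. Timing: Post-acetylcholine fluorescence recording 140 s. Detection: Fluo-8 calcium fluorescence. Read-out: % activation, ACh-normalized. Benchmarks: ACh EC20 and EC100 wells. Repeats: singlicate, one well per test compound.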
CRFR2-BP antag = CRF-BP/CRF-R2 complex antagonism | HEK293 CRF-R2/CRF-BP, CRF-induced calcium fluorescence | inhibition, % at 11.8 µM | actives 0.59% (n = 350,000) | AID 588475;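 active = inhibition of the ligand-induced calcium signal above about 50% at the single tested concentration, limit read from the data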
M4 PAM = CHRM4 positive allosteric modulation; P08173; CHO-K1 hM4/Gqi5, Fluo-8 calcium fluorescence, ACh EC20; 0% = ACh EC20, 100% = maximal ACh; activation, % at 3 µM; actives 0.4% (n = 360,000); AID 624126;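 active = activation above its plate's cutoff, the mean activation of sample wells plus 3 SD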; note: some results filed as inactive read as strong as hits
IDE cell inh = inhibitors of human insulin-degrading enzyme in cells | inhibition, % at 5.59 µM | HEK cells, FAbetaB cleavage, fluorescence polarization | actives 0.41% (n = 320,000) | AID 434962;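 active = percent inhibition above the average of all tested compounds plus 3 SD, set per screening campaign, cut at about 16% in these data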;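 note: IDE supplied by intact live HEK cells; FP after avidin binding of uncleaved biotin substrate so inhibition keeps polarization high; 0% = DMSO wells and 100% = 60 µM reference IDE inhibitor Ii1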
M5 ag = agonists of human muscarinic M5 receptor (CHRM5); P08912; CHO-K1 hM5 cells, Fluo-8 calcium fluorescence; 0% DMSO wells, 100% maximal acetylcholine response; activation, % at 3 µM; actives 0.19% (n = 360,000);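 active = activation above the run's mean over test compounds plus 3 SD, cut at about 23% in these data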;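 note: signal is peak over basal fluorescence ratio across the kinetic read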
Active calls of the source: *.

For O=C(c1ccnc(Cl)c1)N1CCCC(Nc2ccc(F)cc2)C1 (stereo not given) the results were M5 antag 10, CHRM4 antagonist -4, CRFBP-R2 agonist 0.0, CHRM4 agonist 2, M5 PAM -6, CRFR2-BP antag -9, M4 PAM -2, IDE cell inh 5 and M5 ag 1.
CC12CCC(=O)N1C(C(=O)Nc1ccccc1N1CCCCC1)CS2 (stereo not given) was read as M5 antag -4, CHRM4 antagonist -9, CRFBP-R2 agonist -3.1, CHRM4 agonist 2, M5 PAM -6, CRFR2-BP antag 2, M4 PAM 3, IDE cell inh -3 and M5 ag -4.
`COc1ccccc1N1C(=O)c2ccc(C(=O)Nc3ccc(C(=O)O)cc3)cc2C1=O` gave M5 antag 5, CHRM4 antagonist -6, CRFBP-R2 agonist 1.0, CHRM4 agonist 1, M5 PAM -2, CRFR2-BP antag -8, M4 PAM 5, IDE cell inh 0 and M5 ag -6.
`Cc1cc(OCC(=O)OCC(=O)N(Cc2ccccc2)C(C)(C)C)ccc1Cl` gave M5 antag 0, CHRM4 antagonist -7, CRFBP-R2 agonist -0.8, CHRM4 agonist 0, M5 PAM 0, CRFR2-BP antag 0, M4 PAM 4 and M5 ag 1.
Cc1ccc(OC/C(O)=C(\C#N)c2nc3ccccc3s2)cc1 was read as M5 antag 0, CHRM4 antagonist 5, CRFBP-R2 agonist 11, CHRM4 agonist 2, M5 PAM -7, CRFR2-BP antag 20, M4 PAM -5, IDE cell inh -1 and M5 ag 4.
`CC(C)N(C(=O)Cn1c(Cl)nc2ccccc21)C(C)C` gave M5 antag 7, CHRM4 antagonist -3, CRFBP-R2 agonist -3.2, CHRM4 agonist 2, M5 PAM -6, CRFR2-BP antag 6, M4 PAM -7, IDE cell inh -2 and M5 ag 0.
`CN(C)c1ccc(/C=C/C(=O)c2ccc(C(C)(C)C)cc2)cc1[N+](=O)[O-]` gave M5 antag 2, CHRM4 antagonist 8, CRFBP-R2 agonist 0.1, CHRM4 agonist 0, M5 PAM 1, CRFR2-BP antag -4, M4 PAM -1, IDE cell inh 3 and M5 ag -3.
Cc1ccc(S(=O)(=O)N(C)C)cc1NC(=O)c1cccnc1Oc1ccccc1 was read as M5 antag 4, CHRM4 antagonist 1, CRFBP-R2 agonist 0.3, CHRM4 agonist 2, M5 PAM -4, CRFR2-BP antag -13, M4 PAM -2, IDE cell inh -4 and M5 ag -1.
Screening CCN(C(=O)COc1nc(C)cc(C)c1C#N)c1ccccc1 returned M5 antag 0, CHRM4 antagonist -1, CRFBP-R2 agonist 0.4, CHRM4 agonist 1, M5 PAM 5, CRFR2-BP antag 20, M4 PAM -2, IDE cell inh 1 and M5 ag 4.
Screening CC(C)(C)c1ccc(C(=O)NCC(=O)OCN2C(=O)c3ccccc3C2=O)cc1 returned M5 antag 3, CHRM4 antagonist -15, CRFBP-R2 agonist -1.2, CHRM4 agonist 7, M5 PAM -3, CRFR2-BP antag -14, M4 PAM 8, IDE cell inh 2 and M5 ag -2.
COc1ccc(CCC(=O)O)c(O)c1 was read as M5 antag 4, CHRM4 antagonist -13, CRFBP-R2 agonist -0.3, CHRM4 agonist 1, M5 PAM 2, CRFR2-BP antag -4, M4 PAM 9, IDE cell inh 0 and M5 ag 2.
`CC(C)N(Cc1ccccc1)C(=O)COC(=O)/C=C/c1cnc2ccccc2n1` gave M5 antag 5, CHRM4 antagonist -5, CRFBP-R2 agonist -0.2, CHRM4 agonist 4, M5 PAM 6, CRFR2-BP antag 0, M4 PAM -1, IDE cell inh -1 and M5 ag -1.
CNc1cc(-c2ccc(CC#N)cc2)ncn1 was read as M5 antag -2, CHRM4 antagonist -4, CHRM4 agonist 2, M5 PAM -4, M4 PAM -1 and M5 ag -2.
CCC1NC(=O)c2cccnc2-n2c1nc1ccc(F)cc1c2=O (stereo not given) was read as M5 antag -11, CHRM4 antagonist -14, CRFBP-R2 agonist 2.4, CHRM4 agonist 0, M5 PAM 5, CRFR2-BP antag -7, M4 PAM 2 and M5 ag 0.
COc1ccc(-c2nc(CS(=O)CC(=O)NCc3ccc(Cl)cc3)c(C)o2)cc1OC (stereo not given) was read as M5 antag 0, CHRM4 antagonist 1, CRFBP-R2 agonist -1.5, CHRM4 agonist 3, M5 PAM 1, CRFR2-BP antag -7, M4 PAM -2, IDE cell inh 4 and M5 ag -2.
Screening Cc1ccccc1C(C)(O)c1cnc(C)n1Cc1ccccc1 (stereo not given) returned M5 antag 10, CHRM4 antagonist 11, CRFBP-R2 agonist -1.2, CHRM4 agonist 7, M5 PAM -2, CRFR2-BP antag 6, M4 PAM -9 and M5 ag -1.
CC(c1ccccc1)c1nnc(NC(=O)c2ccc3c(c2)OCO3)s1 (stereo not given) was read as M5 antag 8, CHRM4 antagonist 4, CRFBP-R2 agonist -0.7, CHRM4 agonist 1, M5 PAM -2, CRFR2-BP antag -30, M4 PAM 0, IDE cell inh 7 and M5 ag 3.
COc1cccc(CNC(=O)CCCSc2ccccc2)c1 was read as M5 antag 0, CHRM4 antagonist -5, CRFBP-R2 agonist -1.3, CHRM4 agonist 0, M5 PAM -3, CRFR2-BP antag 2, M4 PAM 1, IDE cell inh 2 and M5 ag -5.
For CC(=O)c1ccc(S(=O)(=O)NCc2cccnc2)cc1 the results were M5 antag 8, CHRM4 antagonist 13, CRFBP-R2 agonist -1.8, CHRM4 agonist 1, M5 PAM -2, CRFR2-BP antag 13, M4 PAM -4, IDE cell inh 1 and M5 ag 1.
Cc1ccc(C)c(OC(=O)c2cccc(S(=O)(=O)N3CCN(C)CC3)c2)c1 was read as M5 antag 4, CHRM4 antagonist 0, CRFBP-R2 agonist 0.6, CHRM4 agonist 6, M5 PAM -1, CRFR2-BP antag -1, M4 PAM -3, IDE cell inh 5 and M5 ag 0.
O=C1NC(=O)/C(=C\c2ccsc2)N1 was read as M5 antag 5, CHRM4 antagonist 4, CRFBP-R2 agonist 1.8, CHRM4 agonist 2, M5 PAM -1, CRFR2-BP antag 14, M4 PAM 5, IDE cell inh 1 and M5 ag 0.
Screening COc1ccccc1NC(=O)N(Cc1ccco1)Cc1cc2cccc(C)c2[nH]c1=O returned M5 antag 4, CHRM4 antagonist -12, CRFBP-R2 agonist 0.3, CHRM4 agonist 10, M5 PAM -5, CRFR2-BP antag -3, M4 PAM -2, IDE cell inh -2 and M5 ag -3.
Screening COc1cc(NC(=O)COc2ccc(Cl)cc2)ccc1-c1cc2ccccc2oc1=O returned M5 antag 5, CHRM4 antagonist -3, CRFBP-R2 agonist 0.6, CHRM4 agonist 3, M5 PAM -9, CRFR2-BP antag -32, M4 PAM -8, IDE cell inh 11 and M5 ag -1.
`O=C(CSc1nccc(=O)[nH]1)Nc1ccc(S(=O)(=O)N2CCOCC2)cc1` gave M5 antag -2, CHRM4 antagonist 5, CRFBP-R2 agonist -0.8, CHRM4 agonist 0, M5 PAM 4, CRFR2-BP antag 4, M4 PAM 5, IDE cell inh -7 and M5 ag 3.
Screening Cc1ccc(/C(N)=N/OC(=O)COc2ccccc2Cl)cc1 returned M5 antag 12, CHRM4 antagonist 9, CRFBP-R2 agonist 0.2, CHRM4 agonist -1, M5 PAM -2, CRFR2-BP antag 8, M4 PAM 0, IDE cell inh 1 and M5 ag 0.
Screening O=C(NCc1ccccn1)c1cccc(S(=O)(=O)Nc2ccccc2Cl)c1 returned M5 antag 6, CHRM4 antagonist 0, CRFBP-R2 agonist 0.2, CHRM4 agonist 3, M5 PAM -6, CRFR2-BP antag -8, M4 PAM -3, IDE cell inh -3 and M5 ag 5.
COCc1c(C(=O)N2CCN(c3ncccn3)CC2)oc2ccccc12 was read as M5 antag -6, CHRM4 antagonist -6, CRFBP-R2 agonist -0.4, CHRM4 agonist 6, M5 PAM 3, CRFR2-BP antag 11, M4 PAM 5, IDE cell inh -2 and M5 ag 4.
For CC1CCN(C(=S)c2cn(Cc3ccccc3F)c3ccccc23)CC1 the results were M5 antag -1, CHRM4 antagonist 3, CRFBP-R2 agonist 0.6, CHRM4 agonist -2, M5 PAM -6, CRFR2-BP antag 4, M4 PAM -5, IDE cell inh -1 and M5 ag -6.
Screening COc1cc(OC)c(OC)cc1CNCc1ccco1 returned M5 antag -2, CHRM4 antagonist -2, CRFBP-R2 agonist 1.4, CHRM4 agonist 1, M5 PAM 1, CRFR2-BP antag -19, M4 PAM -2, IDE cell inh 4 and M5 ag -6.
Screening CC(C)(C)NC(=S)N1CCC(C(=O)c2ccc(F)cc2)CC1 returned M5 antag 2, CHRM4 antagonist 9, CRFBP-R2 agonist 1.4, CHRM4 agonist 1, M5 PAM -1, CRFR2-BP antag 7, M4 PAM 1, IDE cell inh 0 and M5 ag 0.
CN(Cc1ccccc1)C(=O)COC(=O)c1cc([N+](=O)[O-])ccc1N1CCOCC1 was read as M5 antag 0, CHRM4 antagonist -2, CRFBP-R2 agonist 1.6, CHRM4 agonist 7, M5 PAM -4, CRFR2-BP antag 1, M4 PAM 0, IDE cell inh 2 and M5 ag 3.
Screening COc1ccc(-c2cc(C(=O)Nc3ccccc3SC)no2)cc1OC returned M5 antag -3, CHRM4 antagonist 3, CRFBP-R2 agonist 12, CHRM4 agonist 1, M5 PAM 0, CRFR2-BP antag 0, M4 PAM -3, IDE cell inh 0 and M5 ag 1.
`COc1ccc(S(=O)(=O)Nc2cc(C(=O)NC(C)C)ccc2N2CCOCC2)cc1` gave M5 antag 5, CHRM4 antagonist 5, CRFBP-R2 agonist 1.4, CHRM4 agonist 1, M5 PAM -2, CRFR2-BP antag -25, M4 PAM -5, IDE cell inh -4 and M5 ag 0.
Screening O=[N+]([O-])c1cc2c(cc1/C=N/n1c(-c3ccccc3)n[nH]c1=S)OCO2 returned M5 antag 8, CHRM4 antagonist 4, CRFBP-R2 agonist 0.0, CHRM4 agonist 0, M5 PAM -3, CRFR2-BP antag 15, M4 PAM 5, IDE cell inh 3 and M5 ag -7.
For CCCCNC(=O)N(O)C1N(/N=C/c2ccco2)C(=S)SC1(C)C (stereo not given) the results were M5 antag 0, CHRM4 antagonist -7, CRFBP-R2 agonist -0.9, CHRM4 agonist 1, M5 PAM 3, CRFR2-BP antag 7, M4 PAM 9, IDE cell inh -1 and M5 ag 3.
Screening O=C(C1=C[C@H](c2ccccc2)C[C@H](OCCCCO)O1)N1CCN(Cc2ccccc2)CC1 returned M5 antag 7, CHRM4 antagonist 1, CRFBP-R2 agonist -1.0, CHRM4 agonist 1, M5 PAM 1, CRFR2-BP antag -4, M4 PAM 0, IDE cell inh 0 and M5 ag 0.

Quoted at random: 3 records from the list, in no set order.
CN(Cc1ccccc1)C(=O)COC(=O)c1cc([N+](=O)[O-])ccc1N1CCOCC1 was read as M5 antag 0, CHRM4 antagonist -2, CRFBP-R2 agonist 1.6, CHRM4 agonist 7, M5 PAM -4, CRFR2-BP antag 1, M4 PAM 0, IDE cell inh 2 and M5 ag 3.
For CCCCNC(=O)N(O)C1N(/N=C/c2ccco2)C(=S)SC1(C)C (stereo not given) the results were M5 antag 0, CHRM4 antagonist -7, CRFBP-R2 agonist -0.9, CHRM4 agonist 1, M5 PAM 3, CRFR2-BP antag 7, M4 PAM 9, IDE cell inh -1 and M5 ag 3.
Screening O=[N+]([O-])c1cc2c(cc1/C=N/n1c(-c3ccccc3)n[nH]c1=S)OCO2 returned M5 antag 8, CHRM4 antagonist 4, CRFBP-R2 agonist 0.0, CHRM4 agonist 0, M5 PAM -3, CRFR2-BP antag 15, M4 PAM 5, IDE cell inh 3 and M5 ag -7.
